From PubChem BioAssay
SKN-1 inh: suppressors of acrylamide-induced Pgst-4::GFP reporter in worms, primary screen, SKN-1 inhibitor project, whole organism, uHTS, GFP/RFP fluorescence ratio, strain VP596; C. elegans VP596 Pgst-4::GFP/RFP ratio, 24 h; AID 624304, 2012; inhibition, % at 21.8 µM; 360,000 tested, 0.49% active;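 active = interference check ratio from 0.5 to 1.5 plus GFP to RFP signal ratio inhibition reaching or exceeding a fixed threshold, cut at about 30% in these data, passing the limit was not always enough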; also: some compounds called inactive have numbers as strong as hits
MT1-MMP act inh: blockers of MT1-MMP proenzyme processing, primary screen, HT1080 RFP-PRO-GFP cells, GFP/RFP fluorescence; Matrix metalloproteinase-14 (Homo sapiens), P50281; GFP/RFP ratio fluorescence, overnight; percent of plate control window, DMSO zero; GFP/RFP ratio change, % at 20 µM; 360,000 tested, 0.061% active; AID 651647, 2012;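 active = GFP/RFP ratio change of at least 30% with cell ATP level not reduced by more than half and red fluorescence within 50% of control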; also: strong numbers were not always called active
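system = RFP-PRO-GFP reporter HT1080 cells | dosing = 20 µM single dose, 1% DMSO | timing = overnight cell settling, then overnight compound exposure, 37 °C, 5% CO2 | read-out basis = GFP/RFP fluorescence ratio | controls = DMSO and RFP-L50D-GFP cell wells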
bovine MsrA act: bovine MsrA enzyme activators, primary screen, biochemical, absorbance, HTS. purified bovine MsrA, absorbance read-out. activation, % at 10.6 µM. 360,000 tested, 0.3% active. AID 602163, 2012; in the data active = activation above about 7.5%;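 also: 0% = vehicle and 100% = reference activator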
Neddylation inh: inhibitors of cullin neddylation, primary screen, biochemical, TR-FRET, uHTS, NAE and Ubc12; NEDD8-conjugating enzyme Ubc12 (Homo sapiens) + NEDD8-activating enzyme E1 regulatory …; calls only at 25 µM; 360,000 tested, 0.58% active; in the data active = inhibition above about 36%
Target sequence (P61081 whole entry, looked up): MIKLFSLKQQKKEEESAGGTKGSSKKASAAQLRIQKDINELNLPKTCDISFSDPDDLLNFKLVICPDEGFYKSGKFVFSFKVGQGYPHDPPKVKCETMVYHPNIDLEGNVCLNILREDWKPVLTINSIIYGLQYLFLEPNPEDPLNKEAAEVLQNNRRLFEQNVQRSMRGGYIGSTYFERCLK
Target sequence (Q13564 whole entry, looked up): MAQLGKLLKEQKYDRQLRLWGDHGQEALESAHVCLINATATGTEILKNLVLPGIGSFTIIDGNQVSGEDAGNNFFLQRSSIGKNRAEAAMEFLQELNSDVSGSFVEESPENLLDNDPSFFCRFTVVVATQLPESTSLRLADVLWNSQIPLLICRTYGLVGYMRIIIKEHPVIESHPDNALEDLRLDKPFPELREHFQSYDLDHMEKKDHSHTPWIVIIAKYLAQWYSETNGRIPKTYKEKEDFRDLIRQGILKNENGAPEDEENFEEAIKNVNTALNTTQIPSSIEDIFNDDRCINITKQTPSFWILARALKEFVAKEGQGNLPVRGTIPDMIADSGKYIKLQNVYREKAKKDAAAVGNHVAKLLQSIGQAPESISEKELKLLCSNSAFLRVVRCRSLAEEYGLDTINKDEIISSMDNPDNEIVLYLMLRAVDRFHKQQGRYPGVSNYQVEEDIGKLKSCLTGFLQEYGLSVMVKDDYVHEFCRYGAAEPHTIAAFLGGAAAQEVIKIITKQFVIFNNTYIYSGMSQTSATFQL
CendR NRP1 mod: modulators of CendR peptide binding to NRP-1, primary screen, biochemical, fluorescence polarization, uHTS; Neuropilin-1 (Homo sapiens), O14786; FAM-RPARPAR peptide binding to NRP-1; inhibition, % at 25 µM; 360,000 tested, 0.85% active;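 active = inhibition or corrected inhibition above about 18%, plus a signal ratio from 0.5 to 1.5, limit read from the data, passing the limit was not always enough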; also: strong numbers were not always called active
MsrA inh: bovine MsrA enzyme inhibitors, primary screen, biochemical, absorbance, HTS; AID 651718, 2012; purified bovine MsrA, absorbance read-out; inhibition, % at 15.5 µM; 360,000 tested, 0.75% active; Methionine sulfoxide reductase A (Bos taurus); in the data active = inhibition above about 4.5%;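 also: 0% = vehicle wells with enzyme and 100% = reference inhibitor wells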
FAS-TE inh: FAS thioesterase domain inhibitors, primary screen, biochemical, fluorescence intensity, uHTS. 360,000 tested, 0.67% active. recombinant FAS-TE, OMFH fluorogenic substrate, fluorescence endpoint. inhibition, % at 15 µM. Fatty acid synthase (Homo sapiens), P49327;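 active = compounds whose normalised, plate-corrected inhibition of enzyme fluorescence in the single-dose primary screen is 50% or more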;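 also: 0% = DMSO with enzyme and 100% = substrate without enzyme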
Rin1-Abl PPI inh: inhibitors of Rin1-Abl protein binding, primary screen, biochemical, TR-FRET. Tyrosine-protein kinase ABL1 (Homo sapiens) + Ras and Rab interactor 1 (Homo sapiens), …. inhibition, % at 7.35 µM. 360,000 tested, 0.4% active; in the data active = inhibition above about 5%, passing the limit was not always enough
eLon inh: inhibitors of E. coli Lon protease, primary screen, biochemical, fluorescence polarization | 360,000 tested, 0.42% active | purified E. coli Lon protease | inhibition, % at 7.94 µM | P0A9M0; in the data active = inhibition above about 13%, passing the limit was not always enough;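 also: 0% = enzyme with probe and DMSO and 100% = no enzyme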
* hit, by the source's call; i = inactive; . = no result given; + = active, no number.

SMILES	SKN-1 inh	MT1-MMP act inh	bovine MsrA act	Neddylation inh	CendR NRP1 mod	MsrA inh	FAS-TE inh	Rin1-Abl PPI inh	eLon inh
C=C1CC2C3CC[C@@]4(OCOC45COCO5)[C@@]3(C)C(O)CC2[C@@]2(C)CCC(=O)C=C12 (stereo partly drawn)	10	-4	-2	i	-8	-0.3	0	0	-5
O=C(Nc1ccc(Cl)cn1)c1cccc2c(Br)cccc12	-5	-3	-2	i	-6	0.1	17	-10	7
O=C(CNC(=O)c1ccccc1F)NCCOc1cccc(Cl)c1Cl	-10	0	-12	i	5	0.8	-8	-1	5
COc1cccc(C(=O)NCC2(c3ccccc3)CCCC2)c1	-7	2	1	i	12	-1.1	4	-2	2
N#Cc1c(SCC(N)=O)nc2c(c1-c1ccc(O)cc1)CCCC2	-9	-5	-4	i	7	0.2	20	3	-2
O=C(CCNC(=O)c1ccccc1)Nc1ccc(Cl)c(S(=O)(=O)N2CCCCC2)c1	16	2	2	i	-9	-0.7	2	5	-6
O=C(N/N=C/c1ccccn1)c1cc(-c2ccc(Cl)s2)[nH]n1	8	5	-3	i	-4	0.3	-4	-1	11
Cc1ccc(C(C(=O)NCc2ccco2)N(Cc2ccco2)C(=O)CNC(=O)c2ccco2)cc1 (stereo not drawn)	21	0	1	i	22	0.3	1	2	0
O=C(O)COc1ccc(=O)n(-c2ccccc2)n1	-4	-2	-3	i	9	1.7	-8	0	0
CCOC(=O)c1sc(=S)n(CC)c1NC(=O)c1ccccc1	-3	1	-2	i	2	2.0	-2	4	-13
O=C(O)Cc1coc2cc3c(cc12)CCC3	-7	-1	-2	i	-15	1.0	-2	-2	-9
CCN(C(=O)CSc1nnc(-c2ccco2)n1Cc1ccccc1)C1CCS(=O)(=O)C1 (stereo not drawn)	-17	0	-9	i	-5	-0.5	-5	3	-8
COc1ccccc1N1C(=O)C(Cl)=C(Nc2ccccc2O)C1=O	-2	-42	-3	i	-68	2.1	-8	1	-7
CCC(=O)N1CCCC(C)(C(=O)Nc2ccc(C)c(C)c2)C1 (stereo not drawn)	11	2	-1	i	1	-0.8	-7	-4	3
O=C(CN1CCN(c2ccc(F)cc2)CC1)Nc1ccccc1	15	-7	0	i	1	-0.7	1	0	-11
CC(NC(=O)c1ccc(OC2CCN(Cc3ccccn3)CC2)cc1)c1ccccc1 (stereo not drawn)	-9	-8	-2	i	-10	-0.1	-2	1	0
COc1ccc(CCN2CNc3c(c(=O)n(C)c(=O)n3C)C2)cc1	8	0	-9	i	6	-0.3	-10	3	-1
Cc1nn(-c2ccccc2Cl)c(Cl)c1/C=N/Nc1nc2ccccc2s1	12	3	0	i	1	0.0	-6	2	-18
Cc1ccc(C)c(-n2c(SCC(=O)NCC3CCCO3)nnc2-c2ccoc2C)c1 (stereo not drawn)	-12	-1	-2	i	-8	.	-7	1	1
Cc1c2cnn(CC(=O)Nc3cccc(C(F)(F)F)c3)c(=O)c2c(C)n1Cc1ccccc1F	14	10	-1	i	-8	-0.2	20	0	-6
COc1ccc(CC(=O)OCC(=O)c2ccc(OC)c(OC)c2)cc1	18	4	-1	i	17*	0.6	5	-1	7
CCOC(=O)Cn1c(S(=O)(=O)Cc2cccc(F)c2)nc(-c2ccccc2)c1-c1ccccc1	-10	-12	-12	i	0	0.3	30	0	2
Cc1ccc(Nc2nc(N)nc(CC#N)n2)cc1	8	-4	-4	i	9	0.5	-4	-2	-15
CCN(CC)C(=O)C1CCCN(C/C(C)=C/c2ccccc2)C1 (stereo not drawn)	-1	1	-10	i	11	-0.1	-10	2	0
O=C(Cc1ccc(F)cc1)N1CCN(c2ccc(F)cc2)CC1	10	3	-2	i	1	-0.7	-3	1	-5
Carrying on:
SMILES	SKN-1 inh	MT1-MMP act inh	bovine MsrA act	Neddylation inh	CendR NRP1 mod	MsrA inh	FAS-TE inh	Rin1-Abl PPI inh	eLon inh
O=C(Cn1cnc2c(OCc3ccccc3)ncnc21)N1CCN(c2ccccn2)CC1	-22	2	-10	i	-5	-0.7	-5	0	-8
O=C(Nc1ccc(Cl)cc1)C1CCCN(S(=O)(=O)c2cnc[nH]2)C1 (stereo not drawn)	-7	1	-1	i	-2	1.9	-13	-2	1
COc1ccc(N2CCN(C(=O)C3CCN(S(=O)(=O)c4ccccc4)CC3)CC2)cc1	3	1	-6	i	18	-0.3	-1	7	-7
Cn1c(=O)[nH]c(=O)c2c1nc(CN1CCOCC1)n2Cc1ccccc1	-9	-4	-13	i	5	0.0	-10	-2	-1
CCCCN1C(=O)/C(=C2/Sc3ccc(OC)cc3N2CC)SC1=S	25	-109	-4	i	-43	.	-4	0	-2
COc1ccc(S(=O)(=O)N2CCC(C(=O)NCc3ccccn3)CC2)cc1C	-16	2	-10	i	1	-0.4	-5	-4	4
CC(C)(C)OC(=O)N/N=C\c1cccnc1	1	7	-9	i	3	-0.9	-7	2	5
C=CCN1C(=S)CC(c2ccccc2)=Nc2ccccc21	10	1	-1	i	9	0.2	25	0	1
Cc1onc(-c2ccccc2)c1-c1csc(COc2ccccc2)n1	12	-1	-2	i	-7	-0.7	29	0	-13
CCOc1ccccc1NC(=O)CCCCCN1C(=O)[C@@H]2Cc3ccccc3CN2C1=O	-1	3	-3	i	11	-0.9	2	-2	-3
CN(c1ccccc1)S(=O)(=O)c1cccc(NC(=O)C2=NN(c3ccccc3)C(=O)CC2)c1	8	-7	-2	+	-4	3.6	34	2	-12
CC(C)N(Cc1ccccc1)C(=O)COC(=O)/C=C/c1cnc2ccccc2n1	0	-4	-4	i	1	-0.7	-3	-8	-3
O=C(NCc1ccco1)Nc1ccc([N+](=O)[O-])cc1	5	5	-5	i	7	2.3	-2	1	7
CCOC(=O)c1cnc2c(C#N)c(C)nn2c1-c1ccccc1	11	-2	7	i	-18	1.1	-4	1	-5
O=C(O)c1ccc(CNCc2ccccc2F)cc1	4	-4	-2	i	-1	-1.7	-6	3	2
COCCNC(=O)Cn1nc(-c2ccccc2F)ccc1=O	19	-1	0	i	-1	-0.1	-6	-3	-12
O=C(CNCCCO)Nc1cc(C(F)(F)F)cc(NC(=O)CNCCCO)c1Cl	-23	4	-1	i	-14	1.6	-4	-2	17
Cc1cccc(N(CC(=O)NC(C)(C)C)C(=O)CS(=O)CC(=O)Nc2ccc(F)cc2)c1 (stereo not drawn)	7	2	-1	i	7	-1.1	-5	2	-3
COc1ccc(/C=C2/SC(=O)N(CC(O)Cn3c4ccccc4c4ccccc43)C2=O)cc1 (stereo not drawn)	7	28	-3	i	3	2.3	34	-3	-19
COc1ccnc(Oc2ccc(F)cc2)c1C(=O)N/C=N/OCc1ccccc1	4	2	1	i	4	0.2	2	4	4
COc1ccc(CCNC(=O)CNC(=O)N2CC(=O)Nc3ccccc32)cc1OC	25	3	-2	i	-5	-0.5	-10	1	-6
COc1ccc(S(=O)(=O)N2CCN(C(=O)c3ccc(=O)[nH]n3)CC2)cc1OC	-20	3	-3	i	13	-1.6	-8	1	-8
Cc1cc(C)c(Cn2c(=O)[nH][nH]c2=O)cc1Cn1c(=O)[nH][nH]c1=O	13	0	-2	i	-2	-1.3	-8	0	4
Cc1cnccc1CN(C)C(=O)C1CCC(=O)N(Cc2ccccc2F)C1 (stereo not drawn)	8	1	-3	i	7	-1.1	-6	2	-2
CC(=O)N1CCCC(C)(C(=O)Nc2cccc(OC(C)C)c2)C1 (stereo not drawn)	18	4	0	i	-2	0.1	-9	-1	-8

Shown with two lines to a compound: entries from further up.
Each structure is followed by: SKN-1 inh | MT1-MMP act inh | bovine MsrA act | Neddylation inh | CendR NRP1 mod | MsrA inh | FAS-TE inh | Rin1-Abl PPI inh | eLon inh
CN(c1ccccc1)S(=O)(=O)c1cccc(NC(=O)C2=NN(c3ccccc3)C(=O)CC2)c1
 : 8 | -7 | -2 | + | -4 | 3.6 | 34 | 2 | -12
CC(C)N(Cc1ccccc1)C(=O)COC(=O)/C=C/c1cnc2ccccc2n1
 : 0 | -4 | -4 | i | 1 | -0.7 | -3 | -8 | -3
O=C(NCc1ccco1)Nc1ccc([N+](=O)[O-])cc1
 : 5 | 5 | -5 | i | 7 | 2.3 | -2 | 1 | 7

(further entries)
SMILES	SKN-1 inh	MT1-MMP act inh	bovine MsrA act	Neddylation inh	CendR NRP1 mod	MsrA inh	FAS-TE inh	Rin1-Abl PPI inh	eLon inh
CCOC(=O)/C(=C/c1ccc(OC(=O)c2ccccc2)cc1)C(C)=O	-8	6	0	i	5	0.6	-5	-1	3
O=[N+]([O-])c1cccc(CSc2nnc3ccccn23)c1	13	2	-2	i	6	-0.2	-3	-2	1
COCCn1c(N)c(N(Cc2ccccc2)C(=O)c2cc3ccccc3o2)c(=O)[nH]c1=O	7	-7	-2	i	5	0.9	-2	0	-1
CCOC(=O)C1CCN(C2=NC(=O)/C(=C/c3ccc(O)cc3)S2)CC1	14	-1	-4	i	-2	3.5	-4	1	-22
Cc1nc(SCC(=O)NC(=O)NCc2ccccc2)nc(C)c1C	2	2	1	i	8	0.3	-2	2	-5
COc1ccc(C2CC=C(C(C)=O)CN2S(=O)(=O)c2ccccc2)cc1 (stereo not drawn)	13	4	-10	i	6	0.6	5	0	-8
CCC(=O)NC(NC(=S)Nc1c(C)n(C)n(-c2ccccc2)c1=O)C(Cl)(Cl)Cl (stereo not drawn)	-2	1	-1	i	-4	-1.0	-13	-2	0
CN1C(=O)c2ccc(N3CCCC3)cc2C1=O	14	-64	-3	i	-3	1.1	-4	-14	7
COc1ccc(CN2CCN(C(=O)CCC(=O)Nc3nnc(C(F)(F)F)s3)CC2)cc1F	4	9	0	i	8	-0.5	0	0	-2
Cc1ccc(NC(=O)c2ccco2)c(NC(=O)Cc2cccs2)c1	3	0	-4	i	-4	0.8	-4	2	0
CC(C)n1cc(CN2CCCC(CNS(=O)(=O)c3cccc4cccnc34)C2)cn1 (stereo not drawn)	14	-5	-3	i	-3	0.3	-8	-5	0
NS(=O)(=O)c1cccc(NC(=O)c2cccc(S(=O)(=O)N3CCCCCC3)c2)c1	6	1	-2	i	-14	-0.2	1	2	-3
CC(C)c1ccc(S(=O)(=O)N2CCN(C(=O)c3cccc(F)c3)CC2)cc1	11	5	-1	i	3	1.6	12	3	-5
N#CC(C#N)=Cc1ccc(NC(=O)c2ccc(Br)cc2)cc1	-18	0	-5	i	0	0.1	-1	-2	-4
Clc1ccc(OCCSc2ncccn2)cc1	38*	7	-3	i	-7	-0.2	11	-1	-4
COc1cccc(N2CCN(C(=O)c3nc4nc(C)cc(C)n4n3)CC2)c1	0	1	-3	i	-4	1.2	-4	-1	2
Cc1ccc(NC(=O)CCNC(=O)c2ccccc2Cl)cc1S(=O)(=O)N1CCOCC1	20	3	-2	i	6	0.0	-6	4	0
C=CCN1C(=O)C2C(C(=O)NC)C3C=CC2(O3)C1C(=O)NCc1ccc(OC)cc1 (stereo not drawn)	2	-10	-3	i	1	2.5	1	3	-6
C/C(=N\Nc1ccccn1)c1ccc(Br)s1	25	3	-8	i	2	2.0	16	0	7
COc1ccc(-c2cc(C(=O)Nc3ccc(F)cc3F)no2)cc1	-9	-2	-5	i	-2	0.5	-2	1	-2
COC(=O)C1=C(C(=O)c2ccccc2)C(c2ccc(OC)c(OC)c2)Nc2nnnn21 (stereo not drawn)	9	-2	-6	i	-7	1.5	-6	-3	2
CC(=O)c1cnc(Nc2cccc(C)c2)s1	-9	-3	-10	i	10	3.6	-8	-5	1
O=C(COC(=O)c1ccccc1Br)Nc1cccnc1Cl	-4	-4	-5	i	-1	-0.5	6	4	3
